Screens as filed in PubChem BioAssay.
UGM FP inh: blocks M. tuberculosis UGM enzyme. 320,000 compounds, 0.06% hits. inhibition, % at 10 µM. AID 504406. purified UGM, fluorescence polarization probe displacement. P9WIQ1; in the data active means inhibition above about 10%, passing the limit was not always enough; inconclusive means no clear call, values can overlap the other calls
Target sequence (P9WIQ1 whole entry, looked up): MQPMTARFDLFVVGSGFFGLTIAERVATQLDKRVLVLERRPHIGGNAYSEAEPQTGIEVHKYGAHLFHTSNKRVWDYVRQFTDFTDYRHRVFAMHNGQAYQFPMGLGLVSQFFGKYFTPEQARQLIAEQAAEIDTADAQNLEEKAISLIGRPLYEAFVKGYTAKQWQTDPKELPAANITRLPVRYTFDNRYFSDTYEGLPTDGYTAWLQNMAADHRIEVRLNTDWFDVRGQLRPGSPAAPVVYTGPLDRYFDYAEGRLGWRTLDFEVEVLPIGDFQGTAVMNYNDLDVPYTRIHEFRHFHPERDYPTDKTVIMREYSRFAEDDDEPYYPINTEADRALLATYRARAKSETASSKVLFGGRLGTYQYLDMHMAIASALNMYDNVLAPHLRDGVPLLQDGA
CCHFV vOTU inh: CCHFV vOTU protease inhibition | Pep-AMC fluorescence | inhibition, % at 11.5 µM | 370,000 compounds, 0.55% hits | AID 651958; further: 0% = vehicle wells with enzyme and 100% = no enzyme wells
BoNT F protease: blocks Botulinum neurotoxin F light chain protease; Multiplex microsphere protease cleavage assay, flow cytometry; inhibition, % at 10 µM; 360,000 compounds, 0.22% hits; in the data active means inhibition above about 35%, passing the limit was not always enough; inconclusive means no clear call, values can overlap the other calls; further: plate controls were buffer without enzyme for full effect and enzyme alone for no effect
Mtb BioA inh: inhibitors of Mycobacterium tuberculosis BioA enzyme. purified M. tuberculosis BioA enzyme, plate reader. inhibition, % at 9.99 µM. 360,000 compounds, 0.096% hits. AID 602481; in the data active means inhibition above about 40%; inconclusive means no clear call, values can overlap the other calls
FBA Mtb inh: inhibitors of M. tuberculosis fructose-bisphosphate aldolase. P9WQA3. purified M. tuberculosis FBA, fluorescence read-out. inhibition, % at 1 µM. 360,000 compounds, 2.3% hits. AID 588726; in the data active means inhibition above about 27%;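 further: 0% = vehicle and 100% = reference inhibitor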
Target sequence (P9WQA3 whole entry, looked up): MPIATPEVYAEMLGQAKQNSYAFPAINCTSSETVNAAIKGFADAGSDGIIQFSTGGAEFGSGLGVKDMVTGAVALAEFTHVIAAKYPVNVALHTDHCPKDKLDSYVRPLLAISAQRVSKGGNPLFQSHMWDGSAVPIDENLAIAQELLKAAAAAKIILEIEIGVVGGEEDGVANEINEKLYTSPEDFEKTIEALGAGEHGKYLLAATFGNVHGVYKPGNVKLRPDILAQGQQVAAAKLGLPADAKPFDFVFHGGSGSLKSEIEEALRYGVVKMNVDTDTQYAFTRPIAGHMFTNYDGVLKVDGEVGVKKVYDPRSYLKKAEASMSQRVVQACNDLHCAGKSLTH
GDH-TPI counter: counter-screen for M. tuberculosis FBA inhibitors: GDH-TPI coupled enzymes; GDH-TPI coupled enzyme counterscreen, NADH absorbance; inhibition, % at 4.8 µM; AID 588335; 360,000 compounds, 1.2% hits;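 further: 0% = DMSO wells and 100% = wells lacking the enzyme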
BoNT-A LC inh2: BoNT A light chain protease inhibition; inhibition, % at 10 µM; multiplex microsphere protease substrate cleavage, flow cytometry; AID 588499; 360,000 compounds, 0.17% hits; in the data active means inhibition above about 30%; inconclusive means no clear call, values can overlap the other calls; further: plate controls were buffer without enzyme for full effect and enzyme alone for no effect
FadD28 FP inh: M. tuberculosis FadD28 bisubstrate binding inhibition | FadD28 bisubstrate probe binding, fluorescence polarization | inhibition, % at 12.5 µM | 360,000 compounds, 0.22% hits | AID 588549; in the data active means inhibition above about 8.5%, passing the limit was not always enough; inconclusive means no clear call, values can overlap the other calls
PrPC TRFRET: cell surface PrPC inhibition, primary TR-FRET screen; P04156; TR-FRET read-out; inhibition, % at 13.8 µM; 370,000 compounds, 0.43% hits; AID 720596; in the data active means inhibition above about 24%; further: 0% = median of the test wells and 100% = reference compound wells
Active calls of the source: *; ? = inconclusive; nt = no result given. Unless noted, no stated cut-off is given here; in the data, active means inhibition above about 30%; inactive means the rest.

Every second line gives: FadD28 FP inh, Mtb BioA inh, PrPC TRFRET, BoNT-A LC inh2, BoNT F protease, CCHFV vOTU inh, FBA Mtb inh, GDH-TPI counter, UGM FP inh
- c1ccc(C2c3[nH]c4ccccc4c3CCN2Cc2cccn2-c2cccnc2)nc1 (configuration not stated)
    0.7, nt, 1, -0.6, -6, -3, 6, 12, -0.5
- c1cncc(CNc2ncnc3sccc23)c1
    -2.8, nt, 3, -0.8, -3, 13, -1, 7, 2.6
- Cc1ccc(NC(=O)CCNS(=O)(=O)c2ccc3[nH]c(=O)oc3c2)cc1C
    -2.8, -0.7, 3, 0.6, 2, 3, 2, -1, -1.7
- Cc1ccccc1OCC(=O)OCn1nnc2ccccc2c1=O
    0.8, nt, 6, 0.7, 1, 1, -1, 4, -0.3
- CCOc1ccc(CC2C(=O)NC(=O)N(c3ccc(CC)cc3)C2=O)cc1 (configuration not stated)
    0.5, -0.3, 4, -0.2, -2, 13, 0, 2, 4.0
- C=CCn1c(SCc2ccc(C(=O)O)cc2)nc2sc(C)c(C)c2c1=O
    -2.0, nt, 9, 0.3, -2, 7, -4, 28, -4.0
- COc1ccc(NC(=O)c2ccc(NC(=O)CN3CCN(c4ccccc4O)CC3)cc2)cc1
    -3.3, -0.6, 1, -0.3, -6, 1, 0, -7, nt
- NS(=O)(=O)c1ccc(N/C=C/C(=O)c2ccc(Br)cc2)cc1
    -0.7, 0.5, -5, 1.3, 8, 13, 6, 16, 1.9
- COc1cc(NC(=O)CN2C3CCC2CC(O)(c2cccnc2)C3)cc(OC)c1 (configuration not stated)
    0.3, 2.1, 1, -2.1, -11, 6, 7, 1, 0.5
- O=C1CCCN1CCCNc1ncnc2c1[nH]c1ccccc12
    -0.3, 9.5, -5, 2.2, 1, -17, 21, 6, 1.1
- CN1CCN(NC(=O)c2cn(-c3ccccc3)nc2-c2ccc(OC(F)F)cc2)CC1
    0.2, nt, -1, 0.0, -1, 1, 4, 1, 1.4
- Cc1ccc(S(=O)(=O)N2CCOCC2)cc1C(=O)Nc1ccccc1N1CCCC1
    -4.3, 0.7, 10, 1.6, 2, -10, 0, 9, 1.4
- COc1ccc(C(=O)Oc2cccc(/C=N/NC(N)=S)c2)cc1
    1.0, nt, 0, -0.6, -1, -7, -5, 11, -2.6
- Cc1ccc(OCC(=O)Nc2ccc(S(=O)(=O)Nc3onc(C)c3C)cc2)cc1
    0.7, nt, 0, -0.4, -8, -4, 1, 6, 0.5
- C=CCn1c(-c2sc(-c3ccccc3)nc2C)n[nH]c1=S
    2.6, nt, -3, -0.3, -2, -11, 6, 9, -1.3
- CCN(CC)CCCN(C(=O)c1ccc(OC)cc1)c1nc(-c2ccc(OC)cc2)cs1
    -5.8, -0.6, -12, -5.9, -22, 13, -2, 0, 3.5
- CNc1nc(OCC#N)nc(N2CCCCC2)n1
    0.3, nt, -6, 0.1, 0, -1, -2, 7, 1.7
- CSc1nnc(C)c(/C=C/Nc2ccc(C)cc2)n1
    -0.2, -1.9, 6, 6.7, 1, 6, -1, 5, -0.2
- CS(=O)(=O)c1ccccc1C(=O)Nc1ccccc1Cc1ccccc1
    -1.7, nt, 0, 2.7, 10, 11, 2, 4, 1.7
- Cc1cc(S(=O)(=O)N2CCN=C2c2ccccc2)ccc1F
    1.2, nt, -5, -0.5, 1, -14, 0, 13, 0.3

Exported with each value named: part of the list above
CS(=O)(=O)c1ccccc1C(=O)Nc1ccccc1Cc1ccccc1
- FadD28 FP inh: -1.7
- Mtb BioA inh: nt
- PrPC TRFRET: 0
- BoNT-A LC inh2: 2.7
- BoNT F protease: 10
- CCHFV vOTU inh: 11
- FBA Mtb inh: 2
- GDH-TPI counter: 4
- UGM FP inh: 1.7

COc1ccc(C(=O)Oc2cccc(/C=N/NC(N)=S)c2)cc1
- FadD28 FP inh: 1.0
- Mtb BioA inh: nt
- PrPC TRFRET: 0
- BoNT-A LC inh2: -0.6
- BoNT F protease: -1
- CCHFV vOTU inh: -7
- FBA Mtb inh: -5
- GDH-TPI counter: 11
- UGM FP inh: -2.6

Cc1ccc(S(=O)(=O)N2CCOCC2)cc1C(=O)Nc1ccccc1N1CCCC1
- FadD28 FP inh: -4.3
- Mtb BioA inh: 0.7
- PrPC TRFRET: 10
- BoNT-A LC inh2: 1.6
- BoNT F protease: 2
- CCHFV vOTU inh: -10
- FBA Mtb inh: 0
- GDH-TPI counter: 9
- UGM FP inh: 1.4

Cc1ccc(OCC(=O)Nc2ccc(S(=O)(=O)Nc3onc(C)c3C)cc2)cc1
- FadD28 FP inh: 0.7
- Mtb BioA inh: nt
- PrPC TRFRET: 0
- BoNT-A LC inh2: -0.4
- BoNT F protease: -8
- CCHFV vOTU inh: -4
- FBA Mtb inh: 1
- GDH-TPI counter: 6
- UGM FP inh: 0.5

Continuation.
Every second line gives: FadD28 FP inh, Mtb BioA inh, PrPC TRFRET, BoNT-A LC inh2, BoNT F protease, CCHFV vOTU inh, FBA Mtb inh, GDH-TPI counter, UGM FP inh
- N#CCCN1CCN(S(=O)(=O)c2ccc(C#N)cc2)CC1
    -1.7, -1.5, 3, 0.2, -24, 3, 0, 11, 0.0
- CCC(=O)c1ccc(OCC(=O)N2CCN(C(=O)c3ccccc3)CC2)cc1
    -3.7, 3.1, 3, -0.3, 0, 8, -3, 2, -2.4
- COc1ccc(-c2c(C)nn3c(N4CCC5(CC4)OCCO5)cc(C)nc23)cc1OC
    0.8, nt, 1, 3.2, 24, -15, -1, -2, -0.2
- CCCCN(C(=O)C1CC(=O)N(c2ccc(C)cc2)C1)c1c(N)n(CCC)c(=O)[nH]c1=O (configuration not stated)
    0.0, -0.1, 1, -90, -140, 12, 0, 1, nt
- COc1cc(C2c3cc(O)c(OC)cc3CC3C(=O)OCC32)ccc1O (configuration not stated)
    -1.6, 0.6, -2, -0.2, 1, -5, 0, 0, nt
- COc1ccc(OC)c(S(=O)(=O)N2CCCc3ccccc32)c1
    -4.4, 1.0, 8, 0.8, 2, 11, 1, 1, -0.6
- CC(O)CNc1nc2ccccc2n1-c1ncnc2sc3c(c12)CCC3 (configuration not stated)
    -2.6, 18, -1, 0.5, -11, -10, -4, -12, 2.1
- COc1ccc(CN=CC2=C(O)CNC2=O)cc1
    0.7, -0.4, 4, 0.4, 4, 4, 0, 1, -0.8
- CN(C1CCCC1)C1CCN(C(=S)Nc2cc(F)cc(F)c2)CC1
    -1.5, 0.9, 1, 0.5, -1, 25, 1, 4, -1.7
- NC(=O)c1sc2nnc(-c3ccccc3)c(-c3ccccc3)c2c1N
    -1.1, -4.4, -4, -56, ?, -10, -4, 5, -3.3
- COc1cccc(-n2sc3c(c2=S)-c2cc(OC)ccc2NC3(C)C)c1
    0.3, 0.7, -8, -0.4, -17, 7, 1, 7, 0.6
- CCOC(=O)c1cc2c(C(F)(F)F)cc(-c3ccccc3)nc2o1
    -1.5, nt, 3, -2.3, -8, -10, -4, 10, -2.8
- O=C1C2CCCN2C(=O)N1CCCCN1CCN(c2cccc(Cl)c2)CC1 (configuration not stated)
    0.5, -2.2, -1, 0.0, 2, -4, 0, -1, -2.2
- CCOC(=O)c1cccc(NC(=S)NC(=O)c2cccnc2)c1
    -2.9, 2.6, -6, -1.4, -18, 15, 0, 5, 2.2
- O=c1[nH]nc2c3ccccc3cnn12
    -0.8, 0.5, 1, -0.3, -3, -3, 2, 2, 0.1
- N#Cc1c(N)sc2c1CCN(CCc1ccccc1)C2
    -5.2, -1.0, -2, 65*, -141, 2, 17, 23, -0.9
- O=C(O)Cn1nncc1-c1ccc(C(F)(F)F)cc1
    1.0, -1.6, 3, 0.3, 4, 16, 3, -4, nt
- Cc1[nH]c2ccccc2c1/C=C/C(=O)c1ccncc1
    -1.0, nt, -2, ?, ?, -6, -11, -1, 0.7
- CC(=O)N1CCN(c2ccc(S(C)(=O)=O)cc2[N+](=O)[O-])CC1
    -3.3, 9.5, -19, 0.0, -1, -8, -5, -1, -0.4
- CCN(c1ccccc1)S(=O)(=O)c1cccc(C(=O)N2CCN(S(=O)(=O)c3ccccc3)CC2)c1
    -3.2, 1.0, 3, 0.4, -5, 3, -3, 4, -2.9
- CC(C)(C)n1ncc2c(=O)n(CC(=O)NCc3ccccc3)cnc21
    -2.2, 0.8, 9, -1.0, -2, 12, 3, 0, 2.2
- O=C(CSc1ncccn1)N/N=C/c1cccc([N+](=O)[O-])c1
    -4.1, -0.3, -7, -0.1, 0, -14, 1, 9, 2.7
- Cc1ccccc1C(C(=O)NC1CCCCC1)N(C(=O)c1ccccn1)c1cccnc1 (configuration not stated)
    1.6, -1.2, -3, 0.1, -1, 11, -5, 3, -3.1
- CC(CCNC(=O)c1ccccc1)(CCNC(=O)c1ccccc1)[N+](=O)[O-]
    -1.6, nt, -10, -0.4, -4, 10, 1, 2, nt
- COc1cccc(CNC(=O)COc2cc3c(c4oc(=O)cc(C)c24)CCC(C)(C)O3)c1
    -4.3, -0.7, 3, 0.0, -11, -82, 168*, 20, -0.4
- O=C(c1cc(Br)ccc1O)N1CCN(S(=O)(=O)Cc2ccccc2)CC1
    -1.4, 0.3, -8, -2.2, -1, 16, 0, -5, -0.2
- Cc1cccc(NC(=O)CCNC(=O)c2ccccc2)c1
    -0.9, nt, 1, -0.9, -20, 2, 3, -7, -1.6
- CNC(=O)CCn1nc(-c2ccccc2)c2ccccc2c1=O
    0.3, -1.8, -1, 0.1, 4, 4, -1, 3, -1.0
- CCOc1ccccc1N1CCN(C(=O)CNC(=O)c2sc3ccccc3c2Cl)CC1
    -0.9, -1.1, -7, -0.1, -2, -6, 0, 13, -1.6
- CC(=O)OCCN1CCN(C(=O)CN2C(=O)NC(c3ccccc3)(c3ccccc3)C2=O)CC1
    -3.3, 0.0, -9, -0.6, -5, -3, 1, 1, -6.7
- CN(C(=O)c1ccc(S(=O)(=O)NC2CCCC2)cc1)C1CCCCC1
    -0.8, 4.4, 3, -1.2, -2, 0, 0, 7, 0.5
- Fc1ccc(-c2ccnc3nc(N4CCN(c5ccccc5)CC4)nn23)cc1
    -2.9, nt, 10, 4.7, 3, 1, -1, 12, -2.2
- CCCCn1c(N)c(N(CCC(C)C)C(=O)CC2OC(=O)c3ccccc32)c(=O)[nH]c1=O (configuration not stated)
    -2.2, -1.2, -7, 1.6, 11, -8, 2, 0, -1.9
- CCN(CC)C(=S)SCC(=O)c1c(C)[nH]c2ccccc12
    0.6, -2.8, 4, -0.5, -1, -14, 2, 8, 0.2
- N=c1c2c3c(sc2nc2n1CCCCC2)CCCC3
    -3.4, 0.8, -1, -0.8, -8, -1, -8, -4, 1.2
- CCC(=NCCc1ccc(OC)c(OC)c1)C1=C(O)CC(C)(C)CC1=O
    -5.8, nt, 11, 0.3, 0, -8, -1, -2, 0.4
